Screens: PubChem BioAssay, several laboratories
PMI inhibitors – MPI enzyme activity inhibition – biochemical, fluorescence intensity, coupled assay, primary screen (AID 1209); inhibition, % at 20 µM; hits with a dose series show IC50 in µM; actives 0.42% (n = 190,000); purified PMI enzyme, coupled fluorescence intensity; higher % means a stronger effect;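 also: plate controls were DMSO vehicle for no effect and wells lacking substrate for full effect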
P. falciparum M1AAP – P. falciparum M1AAP inhibitors, biochemical, fluorogenic H-Leu-NHMec substrate, 1536-well (AID 1445) | inhibition, % at 30 µM; hits with a dose series show IC50 in µM | recombinant M1AAP, H-Leu-NHMec fluorogenic kinetic assay; higher % means a stronger effect | actives 0.42% (n = 220,000);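 active = primary inhibition above the hit cutoff, then over 50% inhibition at one or more dose response concentrations, cut at about 23% in these data, passing the limit was not always enough; inconclusive = conflicting primary data, or primary hits not chosen for dose response; inactive = low primary inhibition, or under 50% at every dose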;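 also: plate controls were DMSO full reaction for no effect and no enzyme background for full effect; strong numbers were not always called active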
WT yeast gro inh – growth inhibition of WT yeast, mitochondrial fusion screen. AID 1362. actives 2.1% (n = 190,000). inhibition, % at 10 µM. mitochondrial fusion phenotypic screen, WT strain; in the data active = inhibition above about 58%; tested in S. cerevisiae
Yfh1-off respiration – enhancers of respiration in Yfh1-depleted yeast, dose response, Friedreich's ataxia, plus single-dose screen (AID 1465). S. cerevisiae Yfh1-off respiration, WST-1 reduction, 72 h; higher fold induction means a stronger effect. fold induction at 50 µM, or EC50 in µM where a hit was titrated. actives 0.074% (n = 220,000);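 active = fold induction of absorbance versus untreated yeast above a set limit, then at least 30% activation at any dose in follow-up; inconclusive = repeats straddling the limit, or above it without dose testing; inactive = fold induction below the set limit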;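 also: activators that raise dye reduction in frataxin-depleted yeast; strong numbers were not always called active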
human PMI inhibitors – MPI inhibition at elevated mannose 6-phosphate – biochemical, fluorescence intensity, high mannose 6-phosphate, primary screen (AID 1220). recombinant PMI enzyme, coupled fluorescence intensity; higher % means a stronger effect. one-dose inhibition, % at 20 µM; IC50 in µM for titrated hits. actives 0.66% (n = 190,000)
XIAP displacement – XIAP antagonists, biochemical, IAP family, fluorescence polarization (AID 1018); displacement, % at 20 µM; hits with a dose series show IC50 in µM; actives 0.007% (n = 200,000); XIAP BIR domain, fluorescence polarization peptide displacement; higher % means a stronger effect; in the data active = displacement above about 50%; also: a part of the inactive calls stands beside numbers as strong as those of hits
M17LAP inhibition – P. falciparum M17LAP inhibitors, primary screen, biochemical, fluorogenic H-Leu-NHMec substrate, 1536-well (AID 1619); recombinant M17LAP, H-Leu-NHMec fluorogenic kinetic assay; higher % means a stronger effect; inhibition, % at 30 µM; hits with a dose series show IC50 in µM; actives 0.38% (n = 220,000);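 active = compound inhibiting the enzyme by more than half at any dose during confirmatory dose-response retesting; inconclusive = strong single-dose inhibitors picked by rank but not retested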;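 also: plate controls were full reaction with DMSO carrier for no effect and no enzyme background for full effect; strong numbers were not always called active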
TNAP activators – human TNAP enzyme activators, primary screen, biochemical, luminescent, no phosphate acceptor, uHTS (AID 1001) | actives 0.03% (n = 200,000) | purified TNAP, luminescent activation assay, no phosphate acceptor; higher activation fold means a stronger effect | one-dose activation fold at 20 µM; EC50 in µM for titrated hits; in the data active = activation fold from about 3, or a potency from the dose series; inactive = the rest, 99 in 100 with activation fold below about 1.6; also: many of its hits are not listed in these tables
LYP phosphatase – inhibitors of LYP phosphatase, biochemical, fluorescence intensity, uHTS (AID 1779). recombinant LYP phosphatase, fluorescence intensity; higher % means a stronger effect. inhibition, % at 11.5 µM; hits with a dose series show IC50 in µM. actives 0.054% (n = 290,000);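 also: plate controls were vehicle with enzyme for no effect and no enzyme for full effect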
WT yeast gro inh mutant strain – second read-out of WT yeast gro inh, no call of its own (marks repeat the call); inhibition, %; mitochondrial fusion phenotypic screen, mutant strain inhibition
Starred values were filed as active, the others as inactive; i = inactive; ? = inconclusive; . = not tested or not shown. Rule as the data show it, unless noted: active = inhibition above about 50%; inactive = the rest.

The opening 3 records (preview)
SMILES	PMI inhibitors	P. falciparum M1AAP	WT yeast gro inh	WT yeast gro inh mutant strain	Yfh1-off respiration	human PMI inhibitors	XIAP displacement	M17LAP inhibition	TNAP activators	LYP phosphatase
Cc1onc(-c2ccccc2Cl)c1C(=O)N1CCN(c2ncccn2)CC1	-5%	-3%	-3	3	i	-6%	-0.8%	-6%	1.1	-6%
Cc1ccccc1C1NC(=S)NC2=C1C(=O)CCC2 (stereo not given)	-1%	9%	-6	-1	i	0%	-7.6%	8%	1.1	-13%
COc1ccc(CN(CC2CCCO2)C(=O)c2cc3sccc3n2C)c(OC)c1 (stereo not given)	6%	6%	13	-6	i	0%	-1.3%	5%	1	2%

The listing, from the start:
SMILES	PMI inhibitors	P. falciparum M1AAP	WT yeast gro inh	WT yeast gro inh mutant strain	Yfh1-off respiration	human PMI inhibitors	XIAP displacement	M17LAP inhibition	TNAP activators	LYP phosphatase
Cc1onc(-c2ccccc2Cl)c1C(=O)N1CCN(c2ncccn2)CC1	-5%	-3%	-3	3	i	-6%	-0.8%	-6%	1.1	-6%
Cc1ccccc1C1NC(=S)NC2=C1C(=O)CCC2 (stereo not given)	-1%	9%	-6	-1	i	0%	-7.6%	8%	1.1	-13%
COc1ccc(CN(CC2CCCO2)C(=O)c2cc3sccc3n2C)c(OC)c1 (stereo not given)	6%	6%	13	-6	i	0%	-1.3%	5%	1	2%
Cc1cc(C)nc(N/N=C/c2ccccc2OCc2cccc(Br)c2)n1	-13%	4%	11	-5	i	-12%	-9.7%	-11%	1	-1%
CCC(c1nnnn1Cc1ccco1)N(CCc1ccccc1)Cc1cc2cccc(C)c2[nH]c1=O (stereo not given)	5%	12%	17	5	i	-8%	-6.6%	12%	1.1	6%
COC(=O)Cn1c2ccc(OC)cc2c2nc3ccccc3nc21	-7%	-1%	0	2	i	11%	10%	9%	1	-3%
O=C(OCC(O)CN1CCCCC1)C12CC3CC(CC(C3)C1)C2 (stereo not given)	5%	-8%	1	-1	i	6%	-0.9%	12%	1.1	-4%
CSc1cccc(NC(=S)N(Cc2ccccc2)Cc2ccccn2)c1	9%	1%	66*	29*	i	6%	-6.4%	6%	1.1	5%
CCOC(=O)CCc1c(C(=O)OCC)[nH]c(CC)c1C(=O)OCc1ccccc1	.	1%	.	.	i	.	.	6%	.	1%
CCc1ccc(S(=O)(=O)NCC(O)COc2ccc(OC)cc2)cc1 (stereo not given)	.	4%	.	.	i	.	.	-11%	.	-2%
COc1ccc(CC(=O)Nc2ccc(/C(C)=N/NC(=O)c3cccc([N+](=O)[O-])c3)cc2)cc1	6%	2%	-3	1	i	8%	0.5%	14%	1	3%
CCOc1cc(-c2noc(CCCC(N)=O)n2)cc(Br)c1OC	16%	7%	5	3	i	15%	-6.5%	11%	1.1	-9%
O=C(CSc1nnc(-c2ccccc2)n1Cc1ccccc1)N1CCOCC1	-6%	-2%	-13	-19	i	-3%	0.7%	11%	1.1	1%
Cc1cc2sc3nc(=O)n(-c4ccccc4)c(=O)n3c2cc1C	.	4%	.	.	i	.	.	0%	.	-4%
NC(=S)Nc1c(Cl)cccc1Cl	.	2%	.	.	i	.	.	5%	.	-7%
Cc1ccccc1N1CC(=O)N(c2ccccc2C)CC1=O	-5%	0%	.	.	i	-4%	-6.3%	13%	1	-14%
CCN(CC)CCCN(Cc1cc2cc(OC)ccc2[nH]c1=O)C(=O)Nc1ccccc1	.	-1%	.	.	i	.	.	4%	.	-2%
O=C(CN1C(=O)C2C3C=CC(C3)C2C1=O)Nc1ccc(F)cc1 (stereo not given)	1%	-2%	11	10	i	18%	0.8%	-3%	1	-12%
O=C(NCC1CCCO1)C(C(=O)c1ccccc1)n1cc(Cl)ccc1=O (stereo not given)	0%	2%	-4	-10	i	22%	1.9%	12%	1.1	-2%
Cc1cccc(-n2c(CCc3ccccc3)nnc2SCC(=O)c2ccccc2)c1	-2%	-1%	68*	9.1*	i	-8%	-2.5%	-6%	1	3%
COc1ccc(CCN2C(=NC(=O)CCC(=O)O)SC3CS(=O)(=O)CC32)cc1OC (stereo not given)	11%	3%	1	13	i	18%	-12%	6%	1.1	-8%
Oc1ccc(C=NCC2COc3ccccc3O2)cc1 (stereo not given)	6%	12%	10	3	i	8%	-5.9%	31%	1.1	1%
O=C1CC(C(=O)Nc2ccc(Cl)cc2)n2ncnc2N1 (stereo not given)	-8%	-2%	-20	-16	i	-10%	-10%	-6%	1.2	-3%
CCN(CC)C(=O)CSc1nc2ccccc2c(=O)[nH]1	8%	1%	8	13	i	6%	-6.4%	-9%	1.1	-1%
COc1ccc(OC)c(Nc2nc3nonc3nc2N2CCCC(C)C2)c1 (stereo not given)	-8%	2%	-1	-9	i	-10%	-0.2%	-23%	1.2	0%
Cc1noc(C)c1Cn1nc(C(=O)O)c2ccccc2c1=O	-4%	-4%	13	1	i	1%	1.5%	7%	1.1	1%
COc1cc(C)c(Cl)cc1S(=O)(=O)n1ccnc1C	-9%	-1%	-4	-2	i	-20%	-5.4%	-14%	1	-2%
COC(=O)C(C)NS(=O)(=O)c1ccc(NC(C)=O)cc1 (stereo not given)	10%	-1%	-8	-13	i	10%	-5.3%	-14%	1	6%
Cc1sc2ncnc(NCCCn3ccnc3)c2c1C	5%	10%	20	14	i	4%	-3.5%	9%	1	-5%
Cc1cc(C)n2nc(SCc3nnc(-c4cccs4)o3)nc2n1	8%	3%	5	-7	i	7%	-19%	4%	1	-3%
Cc1ccc(C(=O)NNC(=O)CNc2cccc(Cl)c2)cc1	-2%	.	-6	-1	i	-1%	-6.9%	.	2.3	-8%
CN1CC(=O)NC1=NC(=O)C12CC3CC(CC(C3)C1)C2	-9%	4%	9	1	i	-2%	-4.3%	-1%	1	0%
COC(=O)c1cc2c(C)nn(C)c2s1	.	1%	.	.	i	.	.	3%	.	-16%
Cc1cc(C)n2c(SCC(=O)N3CCN(S(=O)(=O)c4ccc(Cl)cc4)CC3)nnc2n1	-4%	3%	-4	12	i	-6%	0.4%	-1%	1.1	-10%
CCC(C(=O)Nc1ccccc1-c1ccccc1)c1ccccc1 (stereo not given)	7%	6%	4	-2	i	6%	-5.8%	-2%	1.1	-4%
Nc1cc(Oc2ccc(F)cc2F)cc([N+](=O)[O-])c1	1%	-2%	-3	-29	i	2%	-1.0%	8%	1.2	2%
Cc1ccc(NC(=O)[C@@H]2CCCN2S(=O)(=O)c2ccccc2C(F)(F)F)cc1S(=O)(=O)N1CCOCC1	-1%	11%	-22	13	i	-5%	-9.2%	2%	1.1	-2%
COc1cc(C(=O)Nc2nc3ccccc3[nH]2)ccc1OC(F)F	.	-11%	.	.	i	.	.	8%	.	2%
CC(C)c1cc(N2CCN(C(=O)c3ccco3)CC2)n2c(nc3ccccc32)c1C#N	10%	4%	14	5	i	9%	-5.0%	-22%	1.5	-8%
CCOC(=O)N1CCC(NC(=O)CCC(=O)N2CC(C)Oc3ccc(C)cc32)CC1 (stereo not given)	1%	4%	10	16	i	0%	-6.0%	14%	1	1%
Cc1ccc(NC(=O)C2CCCN2C(=O)NC2CCCCC2)c(C)c1 (stereo not given)	-12%	4%	-4	-8	i	-6%	-4.0%	-8%	1.1	-8%
CCN1C(=O)/C(=C\C=C2/C=CC=CN2CC)SC1=S	47%	6%	34	35	i	66%*	-5.1%	-12%	0.7	-5%
CCn1c(SCC(=O)Nc2nc(-c3ccc(C)cc3)cs2)nnc1-c1ccccc1	11%	4%	25	22	i	10%	-21%	-2%	0.9	6%
CCSc1ncc(/C=N/Nc2ccc(Cl)cc2)n1C	-18%	-7%	30	13	i	-41%	-3.7%	6%	1	0%
CCN(CC)S(=O)(=O)c1ccc(C(=O)OCC(=O)Nc2sc3c(c2C#N)CCCCC3)cc1	5%	-5%	4	7	i	8%	-12%	3%	1.1	10%
CN(C)CC(=O)c1c[nH]c2ccccc12	1%	-1%	-17	-6	i	5%	-7.1%	39%	1.1	-7%
N#Cc1cc([N+](=O)[O-])ccc1NCCN1CCOCC1	3%	7%	-21	-16	i	2%	-12%	18%	1.1	-1%
COC(=O)c1sccc1NC(=O)CC1NCCNC1=O (stereo not given)	.	8%	.	.	i	.	.	18%	.	-5%
COCCNC(=O)CSc1nc2ccccc2c(=O)n1-c1cccc(OC)c1	12%	8%	-1	0	i	12%	-3.3%	-10%	1.1	4%
CN1CCN(CCCNC(=O)C2CCN(c3nnc(-n4cccc4)s3)CC2)CC1	-1%	8%	4	0	.	-2%	-4.5%	2%	1.1	-2%
CS(=O)(=O)c1nc(-c2ccco2)cc(C(F)(F)F)n1	-5%	4%	31	52	i	-2%	-12%	7%	1	1%
COc1ccc(C/C(N)=N/O)cc1	0%	1%	-8	-23	i	-2%	-3.0%	9%	1.1	-8%
CCN(Cc1ccncc1)C(=O)CCc1nnc(CCc2ccccc2OC)o1	5%	-3%	-21	-5	i	2%	-1.5%	5%	1.1	-4%
COc1ccc(N(C)S(=O)(=O)c2cccc(C(=O)Nc3ccc4c(c3)OCCO4)c2)cc1	8%	0%	23	-7	i	-2%	-4.7%	5%	1.1	5%
CCn1cc(CNC(=O)CCc2ccc(OC)cc2)cn1	-11%	-1%	-7	3	i	-3%	-4.5%	-3%	1	1%
O=C(Cn1c(NCCO)nc2ccccc21)c1cccs1	-7%	5%	38	11	i	-10%	-5.1%	12%	1.1	-9%
O=C1CC(N2CCCCCC2)C(=O)N1c1ccc(F)cc1 (stereo not given)	-3%	4%	14	25	i	-6%	-7.0%	0%	1.1	-4%
O=C(O)c1ccc2c3c(cccc13)C(=O)N(c1cccc3ccccc13)C2=O	.	7%	5	-13	i	.	2.2%	32%	1.1	0%
CCCCOC(=O)c1[nH]c2c(c1C)C(=O)CC(c1cc(OC)c(OC)c(OC)c1)C2 (stereo not given)	9%	1%	22	-2	i	7%	-3.3%	-7%	1.1	-3%
CSc1nsc(SCC(=O)NC2CCCCC2)n1	-2%	4%	-10	-1	i	-9%	1.2%	3%	1.1	4%

(listing goes on)
SMILES	PMI inhibitors	P. falciparum M1AAP	WT yeast gro inh	WT yeast gro inh mutant strain	Yfh1-off respiration	human PMI inhibitors	XIAP displacement	M17LAP inhibition	TNAP activators	LYP phosphatase
COc1ccccc1CNC(=O)COC(=O)CCC(=O)c1cccs1	6%	1%	-14	-16	i	6%	-12%	8%	1.1	-6%
CCOC(=O)c1sc(=S)n(C)c1NC(=O)c1cccc(Br)c1	.	4%	.	.	i	.	.	15%	.	-6%
COc1cc(S(=O)(=O)Nc2ccc(C)cc2)ccc1N=Cc1c(C)[nH]n(-c2ccc(C)cc2)c1=O	1%	9%	0	32	i	0%	-4.9%	1%	1.4	9%
O=S(=O)(Nc1nccs1)c1ccc(NCc2cc(Br)cc(Br)c2O)cc1	.	?	.	.	i	.	.	7%	.	5%
O=C(c1ccc(CNS(=O)(=O)c2cccc(C(F)(F)F)c2)cc1)N1CCOCC1	1%	-1%	-2	-11	.	-4%	-2.0%	1%	1.1	-10%
CCn1c(SCC(=O)n2c(C)c(C)c3ccccc32)nnc1-c1ccco1	11%	0%	1	-3	i	3%	-6.8%	23%	1.1	2%
